Screening data deposited in PubChem BioAssay by National Center for Advancing Translational Sciences (NCATS).
pAkt inh – HTS Assay for Inhibitors of Akt Phophorylation: Primary Screen; Neuro2A IGF-stimulated pAkt S473 HTRF, 20 min; stronger effect = lower value; activity change, % for hits at 50 µM; hit rate 0.32% among 360,000; AID 651550, 2012; in the data active means activity change below about -80%; inconclusive means mostly about -51% to -80%; further: on the % scale 0 is the no-effect control and ±100 the full control effect
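Neuro2A cells (4,500/well, DMEM with 0.5% FBS) were treated with compound at a single 50 µM final concentration, stimulated with 6 nM IGF for 20 min at 37 °C, and lysed. Phospho-Akt Ser473 was read by HTRF as 665/615 ratio ×10^4.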
HepG2 tox – qHTS for Inhibitors of TGF-b: Cytotox Counterscreen. HepG2 CAGA-GFP viability, ATP luminescence, 18 h. Potency, µM (doses to about 46.1 µM), inactives show top-dose activity change, negative = cytotoxicity, actives largely listed as cytotoxic. hit rate 0.76% among 410,000; further: potency means the concentration at half of the fitted maximal effect; some results filed as inactive show a strong effect at the top dose
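CellTiter-Glo luminescence gave cytotoxicity after 18 hours at 37 degrees C. The cells were HepG2 CAGA-GFP in 1% FBS DMEM, stimulated with 500 pg/mL TGF-beta after compound addition. %Activity was normalised to no-cell wells (complete cell-killing) and DMSO (no toxicity), and curves were fitted and classified.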
TGFb inhibitor – qHTS for Inhibitors of TGF-b. HepG2 CAGA-GFP TGF-b/SMAD3 reporter, GFP fluorescence, 18 h; TGF-beta stimulated, 500 pg/mL final. Potency, µM (series often up to 46.1 µM), for inactives: at the highest dose activity, negative = inhibition, usual class: inhibitors. hit rate 1.2% among 410,000. AID 588855, 2011; further: potency means the concentration at half of the fitted maximal effect; on the % scale 0 is the no-effect control and ±100 the full control effect; nearly all actives have a fitted effect of over 65% in size
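HEPG2 CAGA-GFP reporter cells (1000/well, DMEM with 1% FBS) received compounds, then recombinant TGF-beta at 500 pg/mL final for 18 hours at 37 degrees C. Per-cell GFP summed per well was normalised to unstimulated and stimulated DMSO controls before curve fitting.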
S2 tox – Viability Counterscreen for Primary qHTS for Inhibitors of ATXN expression; hit rate 0.49% among 400,000; Potency, µM (titrated, usually from 56.7 µM), actives largely listed as cytotoxic; S2 cells (HEK-293 line with an ATXN2-luciferase reporter) viability, CellTiter-Fluor protease fluorescence, 24 h; further: potency means the concentration at half of the fitted maximal effect; nearly all actives have a fitted effect of over 40% in size
MmCpn inh – Inhibitors of TCP-1 ring complex (TRiC) of Methanococcus maripaludis (MmCpn): qHTS | purified Mm-Cpn ATPase, ADP Transcreener TR-FRET | Potency, µM (doses to about 76.9 µM), for the others: at the top dose activity, negative = inhibition, hits mostly inhibitors | AID 504842, 2011 | hit rate 0.031% among 330,000; further: potency means the concentration at half of the fitted maximal effect; on the % scale 0 is the no-effect control and ±100 the full control effect; nearly all actives have a fitted effect of over 80% in size
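Quantitative HTS used 25 nM Mm-CPN and 10 uM ATP in magnesium/KCl Tris buffer, pH 7.4, with 1 mM DTT. Hydrolysis ran 30 min at 37°C; ADP was read by HTRF.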
Nrf2 ARE act – qHTS of Nrf2 Activators; AREc32 ARE-luciferase reporter (MCF7-derived line), luminescence, 24 h; Potency, µM (highest dose often 46.1 µM), without a hit: at the highest dose activation, usual class: activators; hit rate 0.31% among 410,000; further: potency means the concentration at half of the fitted maximal effect; % of control where 0% means no effect; nearly all actives have a fitted effect of over 65% in size
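AREc32 cells carrying an ARE-driven firefly luciferase reporter were seeded at 1000 cells/well in OPTI-MEM with 5% FBS, then exposed to compound for 24 hr at 37 deg C. Luminescence was read with Steady-Glo after 30 min at RT.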
Nrf2 block – Nrf2 qHTS screen for inhibitors. Potency, µM (top dose mostly 46 µM), without a hit: at the top dose activity change, negative = inhibition, actives largely listed as inhibitors. A549 ARE-Fluc reporter, luciferase luminescence, 18-24 h. hit rate 2.1% among 360,000; further: potency means the concentration at half of the fitted maximal effect; on the % scale 0 is the no-effect control and ±100 the full control effect; nearly all actives have a fitted effect of over 60% in size
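Concentration-response testing used A549 ARE_Fluc cells at 5000 cells/well. Following an 18-24 h compound incubation, viability was read by fluorescence (Ex 405/Em 525) and luciferase output by luminescence.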
A549 viability – Nrf2 qHTS screen for inhibitors: counterscreen for cytotoxicity; hit rate 0.16% among 390,000; Potency, µM (highest dose often 46 µM), for the others: at the highest dose activity change, negative = cytotoxicity, usual class: inhibitors; AID 504648, 2011; A549 ARE-Fluc cells, CellTiter-Fluor viability, 18-24 h; further: potency means the concentration at half of the fitted maximal effect; on the % scale 0 is the no-effect control and ±100 the full control effect
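A549 ARE-Fluc cells in 5% FBS OPTI-MEM, 5000 cells/well, rested 2 h then exposed to compounds in concentration-response for 18-24 h at 37 °C. Viability by CellTiter-Fluor fluorescence (Ex 405/Em 525) after 30 min; luciferase luminescence (BugLite, 15 min, RT) read afterwards.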
CCT chaperon mod – High-Throughput Screening for Modulators of Cytosolic Chaperonin Activity; purified chaperonin ATPase assay, HTRF ADP detection, 30 min; activity change, % (test concentration not listed), hits read low; hit rate 0.3% among 360,000; AID 651819, 2012; in the data active means activity change below about -30%; further: on the % scale 0 is the no-effect control and ±100 the full control effect
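Enzyme 40 or 20 nM (batch-dependent) in Tris pH 7.4/KCl/MgCl2/DTT; cpd 76 uM single point; ATP 10 uM; 30 min 37 °C; Transcreener ADP HTRF detection, 30 min RT; ratio 665/615.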
* marks the source's active call; other numbers are inactive results; i = inactive; ? = inconclusive; . = no result given; & = joins results of further samples; [ ] = remark or other dose. Unless noted, the call rests on the fitted dose curve; in most records, active means well fitted curve in the direction sought with a large enough effect; inconclusive means small, poorly fitted or top-dose-only effect, or another doubt; inactive means no such curve, though single readings can be large; an effect the other way counts as inactive or inconclusive.

Values run as follows: pAkt inh, HepG2 tox, TGFb inhibitor, S2 tox, MmCpn inh, Nrf2 ARE act, Nrf2 block, A549 viability, CCT chaperon mod
> CC(=O)N(c1ccc(C(C)C)cc1)C1C=CS(=O)(=O)C1 (stereo not drawn)
 : i, 9%, 12%, i, 3%, -0.2%, 28%, -3%, 0.5
> CN(CCC#N)C(=O)COC(=O)c1nn(-c2ccccc2)c(=O)c2ccccc12
 : i, -1%, -3%, i, 0%, -0.6%, -4%, -4%, -2.8
> CCn1c2ccccc2c2cc(CN3CCN(Cc4ccccc4F)CC3)ccc21
 : ., -42%, ?, ., ., 3.8%, 19%, -11%, .
> CCOC(=O)c1sc(-c2ccccc2)cc1N
 : i, 6%, -16%, i, -14%, 4.0%, ?, 4%, 1.2
> O=C(Cc1ccccc1)NNC(=O)Nc1ccccc1
 : i, -5%, 0%, i, 1%, -0.4%, -17%, -14%, 0.6
> O=C(N[C@@H]1C/C=C\C[C@@H](CC(=O)N(CCO)Cc2ccccc2)C(=O)NC[C@H](c2ccccc2)OC1=O)OCC1c2ccccc2-c2ccccc21
 : i, -60%, ?, ?, 1%, -1.0%, ?, -16%, 0.8
> COc1ccc(-c2nnc(OCc3ccccc3)c3ccccc23)cc1
 : i, -33%, ?, i, -2%, 2.8%, ?, -18%, -0.4
> O=C(CCn1c(=O)c2cccn2c2ccc(F)cc21)NCCc1ccc(Cl)cc1
 : ., 4%, -4%, ., ., 0.4%, 10%, -6%, .
> Cc1cc(C)n2cc(CSc3ncccc3C(=O)O)nc2n1
 : -111%*, 4%, 10%, i, 0%, -1.0%, -8%, -6%, 1.7
> O=C(O)/C=C/C(=O)N1CCN(C(=O)/C=C/C(=O)O)CC1
 : i, 0%, 5%, i, 0%, -1.6%, 3%, 2%, 0.3
> CC(=O)N1N=C(c2ccco2)CC1c1ccc(Br)cc1 (stereo not drawn)
 : i, 7%, -4%, i, -1%, 1.9%, 2%, -1%, -1.9
> COc1ccc(C(=O)NC2CC3CCCC(C2)N3CC(C)C)cc1 (stereo not drawn)
 : i, -1%, -14%, i, 1%, 0.6%, 5%, 2%, -11
> O=C(O)c1ccc(N/N=C/c2cn(-c3ccccc3)nc2-c2cccs2)cc1
 : i, -26%, -13%, i, -9%, 4.9%, ?, -1%, -2.7
> COc1ccc(OC)c(NC(=O)Cn2c(CCC(=O)O)ccc2-c2cccs2)c1
 : -119%*, 6%, 11%, i, ., 2.0%, ., -1%, -1.0
> Nc1ccccc1C(=O)N1O[C@@H]2C=C[C@H]1C2
 : i, 2%, -3%, i, 3%, 6.3%, ?, 5%, 1.0
> CCC(Sc1nc(C)cc(=O)[nH]1)C(=O)Nc1nc(-c2ccccc2)cs1 (stereo not drawn)
 : i, -38%, -2%, i, 1%, 3.1%, -8%, 4%, 0.7
> C[C@H]1CN=C2N(CCNC(=O)CCC3CCCCC3)[C@H](Cc3ccc(O)cc3)CN21
 : i, -18%, -1%, i, ., -0.9%, 12%, 9%, -3.8
> Cc1ccc2c(C)nc(N/C(N)=N/S(=O)(=O)c3ccc([N+](=O)[O-])cc3)nc2c1
 : i, 8%, -26%, i, -1%, 0.2%, ?, 1%, -1.0
> C=CCC[C@H](Cc1ccc(F)cc1)C(=O)OC[C@@H](NC(=O)[C@H](CC=C)CC(=O)NCCO)c1ccccc1
 : i, 0%, 0%, i, 2%, 3.1%, -17%, 2%, -2.6
> CCOc1ccccc1N1CCN(c2ncnc3scc(-c4ccc(OC)cc4)c23)CC1
 : i, -29%, ?, i, -17%, -0.6%, ?, -4%, -3.0
> O=C(Nc1cccc(S(=O)(=O)N2CCCCC2)c1)C1CC(=O)N(Cc2ccco2)C1 (stereo not drawn)
 : i, -10%, -26%, i, -9%, 0.6%, 0%, 7%, 1.0
> CCc1ccc(-c2nc(CN3CCC(C(=O)NCCc4ccc(Cl)cc4)CC3)c(C)o2)cc1
 : ., -16%, 1%, i, ., 1.3%, 21%, -7%, .
> COc1ccc(CNC(=O)CCCC(=O)Nc2cccc(Br)c2)cc1
 : i, 4%, -12%, i, 0%, 3.2%, -7%, 1%, -0.3
> C[C@]12CCC3C(CC=C4C[C@@H](O)CC[C@@]43C)C1CCC2[C@]1(C)CCC(=O)O1 (stereo partly drawn)
 : i, -24%, 2%, i, -17%[15.4 µM], 0.2%, -1%, -2%, -3.4
> O=C(COc1ncnc2cc([N+](=O)[O-])ccc12)NC1CCCCC1
 : i, -1%, 0%, i, 3%, 2.4%, 0%, 11%, 0.8
> CC(=O)Nc1nonc1-c1nc2ccccc2n1CC1CC1
 : i, -16%, 5%, i, 1%, 0.1%, ?, 6%, -2.3
> O=C1CN(C(=O)COc2ccc(Cl)cc2)C(c2ccc(F)cc2)c2cc(Cl)ccc2N1 (stereo not drawn)
 : ., -34%, ?, ?, ., 0.9%, -2%[9.27 µM], -1%, .
> O=C(NCC1(c2ccccc2)CCCC1)c1ccccc1
 : i, -8%, 2%, i, 2%, -0.5%, 11%, -3%, 1.7
> COc1ccccc1C(=O)NC(=S)Nc1cccc2cc(O)ccc12
 : i, -10%, 0%, i, ., 2.4%, 15%, 1%, -1.3
> COc1cc(CNn2cn[nH]c2=S)cc(Cl)c1OCc1ccc(F)cc1
 : i, 1%, 0%, i, 0%, 5.6%, -29%, 3%, -4.2
> COc1ccc(OC)c(NC(=O)CC(=O)Nc2ccc3nc4n(c(=O)c3c2)CCCCC4)c1
 : ., -1%, ?, i, ., 5.3%, ?, 2%, .
> Cc1c2ccccc2cc[n+]1CCCS(=O)(=O)[O-]
 : i, -8%, -8%, i, -1%, -0.2%, -2%, -2%, -1.9
> O=c1onc(-c2ccc(Cl)cc2Cl)n1-c1cccnc1
 : i, 2%, 10%, i, 0%, 0.0%, -1%, -6%, -1.7
> COCCn1c(SCC(=O)Nc2ccc(Br)cc2)nc2c([nH]c3ccccc32)c1=O
 : ., -8%, 5%, i, ., -0.6%, ., -9%, .
> CCn1c(SCC(=O)NCCCN2CCCC2=O)nnc1-c1cccc(C)c1
 : i, -61%, 23%, i, 0%, 0.1%, 13%, 7%, 0.1
> O=C(NC(=S)N1CCOCC1)c1cn(-c2ccccc2)nc1-c1ccccc1
 : i, -27%, -5%, i, -4%, 3.7%, -25%, -1%, -0.1
> OC[C@H]1O[C@@H](n2cnc3c(Nc4ccccc4)ncnc32)[C@H](O)[C@@H]1O
 : i, -10%, -6%, i, -8%[15.4 µM], 4.9%, ?, 0%, -0.2
> CNC(=O)c1ccc(-c2cc3onc(-c4ccccc4)c3c(=O)n2C)cc1
 : i, -11%, 0%, i, -1%, 4.9%, ?, -1%, 0.6
> CC(OC(=O)c1cc2sccc2n1C)C(=O)NCc1ccco1 (stereo not drawn)
 : i, -20%, ?, i, -13%, 5.6%, -21%, -2%, -2.9
> O=C(CCc1ccccc1)NNC(=O)COc1ccc([N+](=O)[O-])cc1
 : i, 2%, 1%, i, 0%, 0.0%, -1%, -3%, -0.6
> CN(C)Cc1c(C(=O)N/N=C/c2cccnc2)nnn1-c1nonc1N
 : i, -8%, 0%, i, -6%, -0.2%, 4%, 0%, -1.2
> CCCCNC(=O)C(CC)n1c(SCc2cccc(F)c2)nc2ccncc21 (stereo not drawn)
 : ., 0%, -2%, ., ., ., ?, -4%, .
> NS(=O)(=O)c1cccc(NC(=O)COC(=O)c2ccc(S(=O)(=O)N3CCOCC3)cc2)c1
 : i, 7%, 1%, i, ., -0.7%, 0%, 3%, 0.3
> N#CCn1cnc2sc(-c3ccccc3)cc2c1=O
 : i, -56%, -29%, i, -23%, 12%, ?, 0%, -0.9
> O=C(c1cccc(S(=O)(=O)N2CCOCC2)c1)N1CCN(Cc2ccc3c(c2)OCO3)CC1
 : i, -23%, -20%, i, 0%, -0.1%, -29%, 4%, -5.0
> Nc1nc(SCC(=O)NCc2ccccc2Cl)[nH]c(=O)c1NC(=O)c1ccccc1F
 : i, 0%, 3%, i, 1%, 0.4%[9.22 µM], 7%, 5%, 0.9
> Cc1oc2cc3oc(=O)c(CCC(=O)NCCN4CCOCC4)c(C)c3cc2c1C
 : i, -25%, -20%, i, -1%, 4.1%, 0%, 0%, -0.8
> CCc1nc(Nc2ccc3c(c2)OCO3)c2oc3ccccc3c2n1
 : i, -26%, -29%, i, 0%, 3.8%, -29%, 1%, 1.5
> O=C(NCC1CC1)C1(C(F)(F)F)C/C(=C\Cc2ccccc2)CCCO1 (stereo not drawn)
 : i, -7%&-4%, ?, i, ., -1.0%, 5%&11%, 0%&1%, -0.9

Some of these compounds in order of molecular weight, rising.
Values run as follows: pAkt inh, HepG2 tox, TGFb inhibitor, S2 tox, MmCpn inh, Nrf2 ARE act, Nrf2 block, A549 viability, CCT chaperon mod
> OC[C@H]1O[C@@H](n2cnc3c(Nc4ccccc4)ncnc32)[C@H](O)[C@@H]1O
 : i, -10%, -6%, i, -8%[15.4 µM], 4.9%, ?, 0%, -0.2
> COc1ccc(OC)c(NC(=O)Cn2c(CCC(=O)O)ccc2-c2cccs2)c1
 : -119%*, 6%, 11%, i, ., 2.0%, ., -1%, -1.0
> COc1ccc(OC)c(NC(=O)CC(=O)Nc2ccc3nc4n(c(=O)c3c2)CCCCC4)c1
 : ., -1%, ?, i, ., 5.3%, ?, 2%, .
